MOR-DOR inv ag – mu-delta opioid heterodimer inverse agonism | P35372+P41143 | cell-based MOR-DOR heterodimer luminescence | inhibition, % at 9.3 µM | 340,000 tested, 0.21% active | AID 504357; in the data active = inhibition above about 22%, passing the limit was not always enough;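 also: 0% = cells with DMSO and 100% = wells without cells with DMSO; values of inactives mirror those of a sister screen read the other way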
Target sequence (P35372 whole entry, looked up): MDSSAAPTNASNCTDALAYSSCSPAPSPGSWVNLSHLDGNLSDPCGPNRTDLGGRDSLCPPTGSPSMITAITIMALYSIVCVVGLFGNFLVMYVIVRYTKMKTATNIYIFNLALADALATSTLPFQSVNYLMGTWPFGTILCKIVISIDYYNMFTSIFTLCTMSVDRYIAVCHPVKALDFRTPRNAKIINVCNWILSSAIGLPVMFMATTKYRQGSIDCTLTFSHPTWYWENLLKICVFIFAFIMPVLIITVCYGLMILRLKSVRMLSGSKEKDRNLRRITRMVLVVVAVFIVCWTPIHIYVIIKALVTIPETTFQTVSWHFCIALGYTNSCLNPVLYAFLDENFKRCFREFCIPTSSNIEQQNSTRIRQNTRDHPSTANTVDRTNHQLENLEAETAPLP
Target sequence (P41143 whole entry, looked up): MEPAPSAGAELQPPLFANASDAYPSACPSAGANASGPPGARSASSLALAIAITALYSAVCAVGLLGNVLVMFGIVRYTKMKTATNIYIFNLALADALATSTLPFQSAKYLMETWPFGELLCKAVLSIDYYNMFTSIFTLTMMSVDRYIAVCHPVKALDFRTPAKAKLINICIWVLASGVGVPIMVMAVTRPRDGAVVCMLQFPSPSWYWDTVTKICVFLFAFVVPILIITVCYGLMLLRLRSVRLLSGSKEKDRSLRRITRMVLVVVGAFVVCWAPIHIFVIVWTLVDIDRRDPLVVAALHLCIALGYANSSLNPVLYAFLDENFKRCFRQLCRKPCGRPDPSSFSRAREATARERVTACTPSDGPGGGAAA
PfHsp90 set2 – reduces growth (ATP signal) of yeast expressing P. falciparum Hsp90; S. cerevisiae expressing PfHsp90, BacTiter-Glo ATP, 48 h; yeast lacking PDR1 and PDR3 efflux regulators; 310,000 tested, 0.32% active; AID 504621; inhibition, % at 9.4 µM;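 active = every replicate shows inhibition above about 80%, whatever the replicate mean, limit read from the data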;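 also: 0% = DMSO neutral controls and 100% = 20 µM radicicol positive controls; yeast relying on Plasmodium falciparum Hsp90 in place of its own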
Tat export inh – blocks Tat-dependent protein export in E. coli. E. coli MC4100 TorA-mCherry Tat export, fluorescence. inhibition, % at 10 µM. 340,000 tested, 0.036% active. AID 488895;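 active = mean replicate inhibition at least 50% and at least half of replicates individually reaching 50%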;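 also: exported cargo escapes ClpAP degradation while cytoplasmic cargo is degraded and loses fluorescence; 0% = median of neutral control wells and 100% = median of NaSCN control wells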
Arr AP2 block – human beta-arrestin and AP2 interaction inhibition. FITC-arrestin peptide / GST-AP2 beads, flow cytometry; AP2 beta2 appendage carries R879A mutation. inhibition, % at 10 µM. 340,000 tested, 0.31% active. AID 504490;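 active = inhibition above a set limit, near 3 SD of compounds lacking own fluorescence, cut at about 54% in these data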;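 also: plate controls were DMSO wells for no effect and 5 µM unlabelled arrestin peptide for full effect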
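System: GST-AP2 R879A glutathione beads. Medium: PBS with 0.05% Tween 20 and 0.1% BSA. Also added: FITC-arrestin peptide, 50 nM. Incubation: 12 min plus 1 h, RT. Measured by: high-throughput flow cytometry of beads, ex 488, em 535 nm. Evaluation: percent drop in bead-associated FITC signal.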
SUMO Mot1 rescue – blocks SUMOylation pathway, rescuing yeast Mot1-301 growth. S. cerevisiae Mot1-301 growth rescue, ATP luminescence, 38.5C; percent above DMSO median, 100 means doubled. growth rescue, % at 18.8 µM. 320,000 tested, 1% active;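 active = every valid replicate shows activation above 250% relative to neutral control wells; inactive = the rest, any valid replicate at or below 250%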;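 also: OY570 slx delta 5 strain wells were the positive control but not used for scaling; some compounds called inactive have numbers as strong as hits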
phage Ecoli inh – E. coli growth loss with phage present; inhibition, % at 11.9 µM; 360,000 tested, 0.26% active; growth absorbance; AID 651602; in the data active = inhibition above about 11%
PKA-R1A act – activates the PKA-R1A holoenzyme complex | P00514+P68181 | PKA-R1A dissociation, Cy5-IP20 fluorescence polarization; scaled: DMSO 0%, 113 µM cGMP 100% | activation, % at 11.4 µM | 340,000 tested, 0.083% active | AID 504707;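 active = percent activation above the mean of all tested compounds plus 3 SD, cut at about 19% in these data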;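 also: higher means more PKAc released from R1A so a rise in polarization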
AddAB inh – less growth of phage-infected E. coli with AddAB | 330,000 tested, 0.29% active | inhibition, % at 11.9 µM | E. coli expressing H. pylori AddAB, absorbance growth | AID 435030; in the data active = inhibition above about 12%;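 also: 0% = vehicle wells of infected cells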
DSG3 Ab inh – blocks pemphigus antibody binding to human desmoglein-3; DSG3-coupled beads, scFv-anti-DSG3-GFP binding, flow cytometry; active compounds read low; P32926; 310,000 tested, 0.48% active; binding (percent of control), % at 10 µM;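 active = binding more than 3 SD below its plate's average and above zero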;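 also: hits lower antibody fragment binding to DSG3; some compounds called inactive have numbers as strong as hits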
MOR-DOR ag – OPRM1-OPRD1 heterodimerization agonism. P35372+P41143. cells, luminescence. activation, % at 9.3 µM. 340,000 tested, 0.3% active. AID 504326; in the data active = activation above about 18%;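 also: 0% = vehicle-treated cells and 100% = reference agonist; values of inactives mirror those of a sister screen read the other way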
Ecoli viability – bacterial growth inhibition, counter-screen for AddAB inhibitors. E. coli V3065 growth, OD600 absorbance, 18 h. inhibition, % at 11.9 µM. 330,000 tested, 0.27% active. AID 449728;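 active = inhibition above the campaign's mean inhibition across all tested compounds plus 3 SD, cut at about 9.9% in these data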;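 also: uninfected addAB+ strain grown without phage in ampicillin broth; 0% = DMSO wells and 100% = ciprofloxacin 0.95 µg/ml wells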
An asterisk follows results filed as active; . = not tested or not shown.

SMILES | MOR-DOR inv ag | PfHsp90 set2 | Tat export inh | Arr AP2 block | SUMO Mot1 rescue | phage Ecoli inh | PKA-R1A act | AddAB inh | DSG3 Ab inh | MOR-DOR ag | Ecoli viability
Cn1c(C(=O)N2CCC(C(=O)N3CCOCC3)CC2)cc2sccc21 | 15 | -23 | 11 | 2 | 0 | 2.7 | -4 | -1.2 | 80 | -2.6 | -0.3
O=C1CSC(=S)N1/N=C/c1cc(Br)c(O)c(Br)c1 | 7 | -54 | -3 | -23 | 5 | . | -6 | 4.3 | 107 | -1.3 | 0.3
COc1ccccc1NC(=O)C(=O)NCC(c1ccco1)N1CCc2ccccc21 (stereo not drawn) | 11 | -2 | -6 | 0 | 20 | 3.2 | -1 | 0.9 | 98 | -2.1 | 0.8
Cc1ccc(C(=O)Nn2cnnc2)cc1[N+](=O)[O-] | 6 | 34 | -3 | 4 | 34 | 1.4 | -1 | 0.3 | 103 | -1.1 | 1.7
O=C(O)c1nn(-c2ccc(Cl)cc2)ccc1=O | 10 | -43 | -8 | -4 | -1 | -0.2 | 0 | 1.4 | 101 | -1.7 | -1.2
CCN(CC)CCNC(=O)c1ccc(NC(=O)c2cc(-c3ccncc3)nc3ccccc23)cc1 | 5 | -29 | -3 | 23 | 4 | -1.3 | 1 | -1.2 | . | -1.2 | -3.2
CC(=O)c1cccc(NC(=O)CN(c2ccccc2)S(C)(=O)=O)c1 | -10 | -26 | -8 | 2 | 6 | 3.6 | 1 | 2.7 | 122 | 2.2 | 1.7
Nc1cc(-c2ccc(Cl)cc2)nn1S(=O)(=O)c1ccccc1 | -2 | 8 | -4 | 6 | 0 | 4.2 | -8 | 2.6 | 25* | 0.3 | -1.4
O=C(NCC(=O)N1CCCCC1)c1ccc(Br)o1 | 4 | 10 | -4 | 2 | -8 | -2.0 | -2 | 1.4 | 120 | -0.8 | 0.4
O=C(CSC1=Nc2ccccc2C2CC=NN12)Nc1ccc(F)cc1Cl (stereo not drawn) | -31 | -7 | 12 | 8 | 39 | 2.8 | -5 | 0.1 | 30* | 5.9 | 2.0
Cc1nn(-c2ccccc2)c2[nH]c(=O)cc(C(F)(F)F)c12 | -6 | 0 | 2 | -5 | 2 | 2.8 | 8 | 2.7 | 98 | 0.8 | -0.1
Cc1ccc(OC(=O)C2c3ccccc3Oc3ccccc32)cc1C | -5 | -1 | 0 | -9 | -11 | 3.2 | 4 | 3.7 | 87 | 0.8 | -0.1

Three compounds from above, arranged by their value in Tat export inh, falling.
molecule	Tat export inh
O=C(CSC1=Nc2ccccc2C2CC=NN12)Nc1ccc(F)cc1Cl (stereo not drawn)	12
Cc1ccc(OC(=O)C2c3ccccc3Oc3ccccc32)cc1C	0
Nc1cc(-c2ccc(Cl)cc2)nn1S(=O)(=O)c1ccccc1	-4

The results go on.
SMILES | MOR-DOR inv ag | PfHsp90 set2 | Tat export inh | Arr AP2 block | SUMO Mot1 rescue | phage Ecoli inh | PKA-R1A act | AddAB inh | DSG3 Ab inh | MOR-DOR ag | Ecoli viability
O=C(NCc1ccccc1)C1=C[C@@H](c2ccc(Br)cc2)C[C@@H](OCCCCO)O1 | 5 | -3 | 4 | 3 | -11 | -1.0 | -4 | 2.3 | 102 | -0.9 | 0.2
O=C(Cn1c(=O)c2cccn2c2ccccc21)Nc1ccc(F)cc1F | 11 | -1 | 0 | 21 | 5 | 3.9 | -7 | 4.5 | 114 | -2.1 | -1.2
Cc1ccc(O)c(-c2cc(C(=O)Nc3ccc(S(=O)(=O)Nc4nccc(C)n4)cc3)[nH]n2)c1 | -12 | 0 | -5 | 8 | -18 | 2.9 | -7 | 1.1 | 86 | 2.3 | -1.8
CC1CCCC(NC(=O)C2CCN(S(=O)(=O)N3CCCCCC3)CC2)C1C (stereo not drawn) | 11 | 26 | 0 | -6 | 12 | 2.3 | -1 | 4.3 | 121 | -2.0 | 0.7
COc1ccc(CCN=C(N)Nc2nc(C)cc(C)n2)cc1 | 11 | . | -1 | 5 | 16 | 3.8 | -4 | 0.2 | 118 | -2.3 | 2.3
CCOC(=O)c1ccccc1NC(=O)COC(=O)C1CC(=O)N(CCc2ccccc2)C1 (stereo not drawn) | -18 | -45 | 7 | 6 | -9 | 2.4 | -4 | 0.2 | 102 | 2.7 | -0.4
CCCn1nnnc1-c1cccc(Cl)c1 | 1 | 16 | -4 | -13 | -9 | 1.4 | 9 | 1.1 | 105 | -0.2 | 1.1
COc1ccccc1CNS(=O)(=O)CCNC1CC1 | 8 | -1 | -5 | -6 | . | -0.6 | -2 | . | 103 | -1.8 | .
CCc1ccc(-c2cc(C)no2)cc1S(=O)(=O)N1CCN(c2ccccc2F)CC1 | -1 | -6 | -1 | 7 | 6 | 3.2 | -4 | 1.3 | 99 | 0.2 | -0.3
O=C1C2C3C=CC(C4CC34)C2C(=O)N1c1ccc2c(c1)OCO2 (stereo not drawn) | 1 | 6 | -7 | 8 | -28 | -1.2 | 0 | 2.6 | 85 | -0.1 | -1.2
COc1ccccc1NC(=O)c1sc(Cl)nc1C | -15 | -32 | -2 | 11 | 254 | 2.7 | -1 | 3.4 | 110 | 2.9 | -1.6
CCn1c(SCc2ccc(C(=O)Nc3nccs3)cc2)nnc1-c1ccc(NC(C)=O)cc1 | 11 | -26 | 3 | 6 | -6 | 1.9 | -6 | 0.5 | 100 | -1.9 | 2.5
Cc1nc2ccc(C(=O)N3CCN(c4ccccc4)CC3)cc2s1 | 14 | 20 | -9 | -10 | 377 | 3.1 | -13 | -1.9 | 104 | -2.5 | -1.8
O=C(C1Cc2ccccc2CN1C(=O)c1ccccc1)N1CCN(c2ccccc2)CC1 (stereo not drawn) | 16 | -2 | -4 | -7 | -37 | 2.5 | -10 | -1.7 | 93 | -3.1 | -2.1
CC1C(=O)N2CCCc3cc(NC(=O)CC(C)(C)C)cc1c32 (stereo not drawn) | 0 | 8 | -6 | 3 | 3 | 4.6 | -13 | 4.4 | 99 | 0.0 | -2.4
c1cc2c(cc1CNc1ccc(N3CCOCC3)cc1)OCO2 | -10 | 7 | -4 | 3 | 4 | 4.0 | 0 | 1.9 | 94 | 1.7 | -0.2
CCCCCCCCNCCS(=O)(=O)NN1CCOCC1 | 13 | -4 | -6 | -5 | . | 0.1 | -1 | 0.4 | 102 | -2.6 | 0.0
O=C(Nc1cccc(Cl)c1)c1nc[nH]c1C(=O)NCCCCNC(=O)c1[nH]cnc1C(=O)Nc1cccc(Cl)c1 | 2 | 9 | -2 | 2 | 2 | 0.2 | 4 | 0.1 | 85 | -0.4 | -3.3
O=C(Nc1cccc(-c2nc3ccccc3[nH]2)c1)c1ccco1 | 0 | -18 | -18 | 4 | -1 | 3.9 | 5 | 2.3 | 102 | 0.0 | 1.2
CCOC(=O)c1ccc(CC2S/C(=C(\C#N)C(C)=O)NC2=O)cc1 (stereo not drawn) | 16 | 6 | 7 | 6 | -9 | 0.5 | -8 | 2.7 | 101 | -2.9 | 0.7
Clc1ccc2c(NNc3ccccc3Cl)ccnc2c1 | -11 | . | -9 | 2 | 8 | 3.5 | 6 | 2.4 | . | 2.0 | -1.5
CCOCCCn1c(=S)[nH]c2cc(C(=O)N3CCN(C4CCCCC4)CC3)ccc2c1=O | -12 | 26 | 2 | -9 | 2 | 1.7 | -5 | -0.1 | . | 2.2 | -0.8
COc1ccc(CNC(=O)C/C(C)=N/NC(=O)c2ccc(OC)cc2OC)cc1 | 10 | 1 | -14 | 5 | 169 | -0.2 | -4 | 3.8 | 107 | -1.9 | -0.1
O=C(Nc1ccon1)Nc1ccc(F)cc1F | 16 | 6 | 1 | -7 | -11 | -3.1 | -13 | 0.2 | . | -3.0 | 0.5
COc1cccc(-c2c(C#N)c(SC)nc3cc(C)nn23)c1 | 12 | -7 | -2 | 0 | 14 | 0.4 | -1 | 1.0 | 109 | -2.3 | 0.8
Cc1ccc(C)c(N2CCN(C(=O)C3CCN(c4nc(C)cc(C)n4)CC3)CC2)c1 | -35 | 30 | -2 | 4 | 64 | 0.1 | -5 | -2.6 | 104 | 6.4 | -0.8
O=C(c1cccc(Br)c1)N1CCN(S(=O)(=O)N2CCOCC2)CC1 | -1 | 2 | 1 | 39 | 333* | 3.7 | -11 | 5.4 | 99 | 0.1 | 1.7
COC(=O)c1cc(NC(=O)CN2C(=O)C(=O)N(C3CCCC3)C2=O)cc(C(=O)OC)c1 | 1 | -25 | 4 | -8 | -11 | -0.6 | -5 | 0.1 | 111 | -0.2 | 0.2
Cc1cc(C)n(-c2cc(Oc3ccccc3)ncn2)n1 | -14 | -19 | -1 | 14 | . | 2.0 | -19 | 1.5 | 107 | 2.3 | 2.8
COc1ccc(/C=C2\SC(=S)N(CCC(=O)Nc3ccccc3C(=O)O)C2=O)cc1 | 12 | -10 | -9 | 1 | -8 | 0.8 | -4 | 0.2 | 99 | -2.4 | -0.7
CCN(CCNC(=O)CC1Oc2ccccc2NC1=O)c1ccccc1 (stereo not drawn) | -7 | 7 | 9 | 1 | -15 | 1.2 | -5 | 4.5 | 99 | 1.4 | -3.2
NS(=O)(=O)c1ccc(CCNS(=O)(=O)c2ccc(Cl)cc2)cc1 | 19 | 1 | -5 | 12 | 0 | 2.5 | -13 | -1.2 | 97 | -4.3 | 0.8
C=CCN1C(c2ccccc2)=CS/C1=C(/C#N)c1nnc(N2CCOCC2)n1-c1ccccc1 | 5 | -13 | 15 | . | 14 | 4.1 | -19 | -1.1 | 109 | -0.7 | -1.1
CC(=O)c1cccc(NC(=O)C2CC(=O)N(Cc3ccccc3)C2)c1 (stereo not drawn) | 14 | 27 | 3 | 16 | 95 | -0.2 | -1 | 0.9 | 100 | -2.7 | -0.8
CCn1cc([N+](=O)[O-])c(C(=O)NCc2ccc(Cl)cc2)n1 | -4 | 0 | -1 | 6 | -13 | 8.4 | -5 | 5.5 | 107 | 0.6 | 1.6
C=CCN(C#N)c1nc(OC)nc(N2CCCC2)n1 | 8 | . | 3 | -5 | 0 | 0.3 | -3 | 1.4 | 93 | -1.4 | 0.1
CCn1nnc2cc(C(=O)O)ccc21 | 14 | -12 | -8 | 2 | -27 | 1.6 | -11 | -0.3 | 100 | -2.5 | 2.6
Cc1occc1C(=O)NN=C1C2CC3CC(C2)CC1C3 | 6 | 4 | 7 | 4 | -8 | 3.1 | -19 | 3.7 | 101 | -1.2 | 0.6
CCn1c(SCC(=O)N2CCCCC2)nc(O)cc1=O | 4 | 4 | -1 | -9 | 10 | 0.8 | -7 | 0.0 | 101 | -0.7 | -2.4
O=C(CC(=O)c1ccccc1)Nc1ccc2c(c1)OCCO2 | 14 | -38 | -14 | 12 | -20 | 2.2 | -1 | 2.2 | 104 | -3.1 | 1.3
CC(C)N(Cc1ccccc1)C(=O)COC(=O)c1ccccc1SCC(=O)N1CCCC1 | 2 | 18 | 6 | 33 | 1 | -1.0 | -7 | -3.2 | 99 | -0.2 | -2.5

Screening results (PubChem)
